# Rin1-Abl PPI inh = inhibitors of Rin1-Abl protein binding, primary screen, biochemical, TR-FRET; AID 588664, 2011; hit rate 0.4% among 360,000; inhibition, % at 7.35 µM; in the data active means inhibition above about 5%, passing the limit was not always enough
# Tb MetRS inh = T. brucei MetRS inhibitors, primary screen, biochemical, luminescence; purified T. brucei MetRS, ATP depletion, Kinase-Glo luminescence; inhibition, % at 11.9 µM; hit rate 0.4% among 360,000; AID 624268, 2012;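 active means inhibition above a per-plate cutoff of the control wells' mean inhibition plus 3 SD, cut at about 5.5% in these data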;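 further: 0% = DMSO wells median and 100% = median of wells with control inhibitor compound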
#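 Measured by: Kinase-Glo luciferase luminescence reporting remaining unconsumed ATP. Material: purified T. brucei MetRS enzyme. Doses: 11.9 µM compound single dose, 0.9% DMSO. Medium: HEPES buffer containing pyrophosphatase, BSA, spermine, DTT. Times: 15 min preincubation, 2 h reaction, all 25 °C. Reagent: methionine, ATP and bulk E. coli tRNA.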
# Neddylation inh = inhibitors of cullin neddylation, primary screen, biochemical, TR-FRET, uHTS, NAE and Ubc12 | hit rate 0.58% among 360,000 | NEDD8-conjugating enzyme Ubc12 (Homo sapiens) + NEDD8-activating enzyme E1 regulatory … | calls only at 25 µM; in the data active means inhibition above about 36%
# PABP1 MLLE inh = inhibitors of PABP1 MLLE–PAM2 peptide binding, primary screen, biochemical, fluorescence polarization, FITC-PAM2, GST-MLLE; inhibition, % at 20 µM; hit rate 0.36% among 360,000; AID 588489, 2011; in the data active means inhibition above about 35%, passing the limit was not always enough;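 further: plate controls were DMSO wells with GST-MLLE for no effect and wells lacking GST-MLLE protein for full effect; some results filed as inactive read as strong as hits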
# Target sequence (P11940 whole entry, looked up): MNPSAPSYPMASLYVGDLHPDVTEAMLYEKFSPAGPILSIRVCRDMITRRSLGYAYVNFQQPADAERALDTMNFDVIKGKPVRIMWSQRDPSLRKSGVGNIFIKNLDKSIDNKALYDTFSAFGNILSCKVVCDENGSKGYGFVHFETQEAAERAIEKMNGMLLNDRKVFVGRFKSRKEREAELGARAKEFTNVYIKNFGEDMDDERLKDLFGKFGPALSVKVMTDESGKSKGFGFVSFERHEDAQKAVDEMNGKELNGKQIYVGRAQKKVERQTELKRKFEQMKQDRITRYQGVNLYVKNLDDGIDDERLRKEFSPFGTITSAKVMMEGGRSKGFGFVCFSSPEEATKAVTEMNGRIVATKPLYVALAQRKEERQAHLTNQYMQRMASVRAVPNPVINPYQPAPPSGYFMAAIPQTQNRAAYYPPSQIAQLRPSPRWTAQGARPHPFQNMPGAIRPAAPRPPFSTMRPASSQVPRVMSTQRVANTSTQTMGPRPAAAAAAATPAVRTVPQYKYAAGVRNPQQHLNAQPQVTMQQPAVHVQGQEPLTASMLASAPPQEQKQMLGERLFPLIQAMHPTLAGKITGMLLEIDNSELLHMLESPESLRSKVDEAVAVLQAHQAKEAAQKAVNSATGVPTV
# bovine MsrA act = bovine MsrA enzyme activators, primary screen, biochemical, absorbance, HTS; activation, % at 10.6 µM; purified bovine MsrA, absorbance read-out; hit rate 0.3% among 360,000; Methionine sulfoxide reductase A (Bos taurus); in the data active means activation above about 7.5%;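 further: 0% = vehicle and 100% = reference activator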
# FAS-TE inh = FAS thioesterase domain inhibitors, primary screen, biochemical, fluorescence intensity, uHTS; Fatty acid synthase (Homo sapiens), P49327; hit rate 0.67% among 360,000; recombinant FAS-TE, OMFH fluorogenic substrate, fluorescence endpoint; inhibition, % at 15 µM;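 active means compounds whose normalised, plate-corrected inhibition of enzyme fluorescence in the single-dose primary screen is 50% or more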;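 further: 0% = DMSO with enzyme and 100% = substrate without enzyme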
# CSN deneddyl inh = inhibitors of CSN-mediated cullin deneddylation, primary screen, biochemical, fluorescence polarization, uHTS; COP9 signalosome complex subunit 5 (Homo sapiens), Q92905; Purified CSN, SCF-Nedd8-OG deneddylation; inhibition, % at 12.5 µM; hit rate 0.38% among 360,000; AID 651999, 2013;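 active means pattern-corrected inhibition above about 35%, with an unprinted fluorescence ratio check between 0.5 and 1.5, limit read from the data, passing the limit was not always enough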;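 further: 0% = enzyme with substrate and 100% = substrate without enzyme; some results filed as inactive read as strong as hits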
# Target sequence (Q92905 whole entry, looked up, one chain of several): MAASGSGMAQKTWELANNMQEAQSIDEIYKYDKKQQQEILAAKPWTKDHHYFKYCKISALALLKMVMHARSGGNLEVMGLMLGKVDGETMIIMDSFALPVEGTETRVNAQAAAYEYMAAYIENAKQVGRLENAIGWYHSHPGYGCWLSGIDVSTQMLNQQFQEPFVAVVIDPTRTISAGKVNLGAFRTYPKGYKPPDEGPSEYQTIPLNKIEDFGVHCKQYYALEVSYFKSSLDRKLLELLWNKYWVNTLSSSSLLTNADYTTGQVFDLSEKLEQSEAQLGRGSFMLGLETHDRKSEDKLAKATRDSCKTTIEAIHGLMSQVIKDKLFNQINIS
#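 Assay system: HEK293T-derived human Csn5 enzyme; quantity: 0.24 nM enzyme; medium: Tris/NaCl/DTT buffer, pH 7.5; also added: substrate SCFSkp2-Nedd8OG, 10 nM; doses: 12.5 µM compound; schedule: 90 min reaction at room temperature; signal: FP; read-out: % inhibition of substrate cleavage by Csn5; benchmarks: substrate-only high control, full reaction low control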
# E coli Lon inh = inhibitors of E. coli Lon protease, primary screen, biochemical, fluorescence polarization | hit rate 0.42% among 360,000 | P0A9M0 | purified E. coli Lon protease | inhibition, % at 7.94 µM | AID 602123, 2011; in the data active means inhibition above about 13%, passing the limit was not always enough;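 further: 0% = enzyme with probe and DMSO and 100% = no enzyme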
# MsrA inhibitor = bovine MsrA enzyme inhibitors, primary screen, biochemical, absorbance, HTS; AID 651718, 2012; inhibition, % at 15.5 µM; hit rate 0.75% among 360,000; purified bovine MsrA, absorbance read-out; in the data active means inhibition above about 4.5%;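 further: 0% = vehicle wells with enzyme and 100% = reference inhibitor wells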
# The depositor's hits bear a star; i = inactive; · = no result given; + = active, no number.
SMILES,Rin1-Abl PPI inh,Tb MetRS inh,Neddylation inh,PABP1 MLLE inh,bovine MsrA act,FAS-TE inh,CSN deneddyl inh,E coli Lon inh,MsrA inhibitor
NC(=O)c1ccccc1OC1CCC1,1,-0.9,i,7,-9,-5,1,-5,0.8
CCNS(=O)(=O)c1ccc(CCC(=O)NCCC2=CCCCC2)cc1,1,-0.4,i,-5,-3,-13,-12,-2,2.9
Cc1ccc(S(C)(=O)=O)cc1C(=O)NC(C)C1CC2CCC1C2 (stereo not drawn),5,-0.1,i,4,-2,-2,-1,-10,1.3
COc1ccc(C(=O)NN(c2ccccc2)c2ccccc2)cc1,2,-0.4,i,-13,-2,-2,-1,-6,0.7
Cc1ccc(N2CCN(C3=NC(=O)/C(=C\c4cccs4)S3)CC2)cc1,-2,-2.0,i,10,-9,14,-6,-12,5.1*
COc1ccc(C(=O)NCc2ccc3c(c2)OCO3)cc1S(=O)(=O)NCc1ccc(Cl)cc1,-2,-0.2,i,7,-5,7,2,3,-0.1
Cc1ccc(NC(=O)Cn2cnc([N+](=O)[O-])c2)cc1C,4,-0.3,i,4,-3,-3,-1,-8,-0.1
Cc1nn(C)cc1CN(C)C(=O)c1cc(-c2ccccc2)nc2ccc(Br)cc12,-41,0.6,i,5,0,5,0,-3,1.1
COc1cc(/C=C/C(=O)CC(=O)/C=C/c2ccc(O)c(OC)c2)ccc1O,4,0.4,i,-79,-1,8,111,-409,3.7
COCCNC(=O)COC(=O)c1[nH]c(C)c(C(C)=O)c1C,0,-1.7,i,7,-10,-6,0,1,0.0
COc1cccc(C2C(C(=O)c3cc4cccc(OC)c4o3)=C(O)C(=O)N2c2cc(C)on2)c1OC (stereo not drawn),-1,-1.2,i,-6,-10,-2,1,8,1.7
COc1cccc(N=c2oc3cc(O)ccc3cc2C(=O)NCC2CCCO2)c1 (stereo not drawn),3,-0.7,+,-14,0,3,1,-6,0.8
O=C(CSc1nc2ccc(NC(=O)CSc3nnnn3-c3ccccc3)cc2s1)Nc1ccccc1,-6,0.7,i,-11,-4,2,-3,-11,-0.3
Cc1cc(C(=O)NP(=O)(N2CCOCC2)N2CCOCC2)c(C)n1-c1ccc(N(C)C)cc1,-1,-1.0,i,8,-6,0,2,-11,0.3
CN1/C(=C\C(=O)COc2ccc3c(c2)OCO3)C(C)(C)c2ccccc21,-3,0.0,i,-43,-2,4,12,-9,3.4
CC1(C(=O)NS(=O)(=O)c2ccc3c(c2)CCO3)CCN1C(=O)c1ccccc1CCc1ccccc1 (stereo not drawn),-2,-0.2,i,6,-2,1,3,-2,-0.3
Cc1c(NC(=O)Nc2ccc(C#N)cc2)c(=O)n(-c2ccccc2)n1C,3,0.0,i,5,-2,-5,1,-1,0.0
Cc1ccc2c(c1)N(CC(=O)N1CCCc3ccccc31)C(=O)CO2,4,-0.3,i,3,-5,-2,-2,-3,0.3
O=C1c2oc3ccc(F)cc3c(=O)c2C(c2ccc(F)cc2)N1CCCN1CCOCC1 (stereo not drawn),1,0.3,i,0,7,13,-3,-6,-0.1
COc1cc(C(=O)NCC(=O)OCC(=O)N2CCc3ccccc32)cc(OC)c1OC,5,-1.2,i,2,-9,0,-4,-6,0.9

# Compound profiles, as listed above:
# `O=C(CSc1nc2ccc(NC(=O)CSc3nnnn3-c3ccccc3)cc2s1)Nc1ccccc1` is entered as Rin1-Abl PPI inh = -6; Tb MetRS inh = 0.7; Neddylation inh = i; PABP1 MLLE inh = -11; bovine MsrA act = -4; FAS-TE inh = 2; CSN deneddyl inh = -3; E coli Lon inh = -11; MsrA inhibitor = -0.3
# `Cc1cc(C(=O)NP(=O)(N2CCOCC2)N2CCOCC2)c(C)n1-c1ccc(N(C)C)cc1` is entered as Rin1-Abl PPI inh = -1; Tb MetRS inh = -1.0; Neddylation inh = i; PABP1 MLLE inh = 8; bovine MsrA act = -6; FAS-TE inh = 0; CSN deneddyl inh = 2; E coli Lon inh = -11; MsrA inhibitor = 0.3
# `COc1cc(C(=O)NCC(=O)OCC(=O)N2CCc3ccccc32)cc(OC)c1OC` is entered as Rin1-Abl PPI inh = 5; Tb MetRS inh = -1.2; Neddylation inh = i; PABP1 MLLE inh = 2; bovine MsrA act = -9; FAS-TE inh = 0; CSN deneddyl inh = -4; E coli Lon inh = -6; MsrA inhibitor = 0.9

# Next results:
SMILES,Rin1-Abl PPI inh,Tb MetRS inh,Neddylation inh,PABP1 MLLE inh,bovine MsrA act,FAS-TE inh,CSN deneddyl inh,E coli Lon inh,MsrA inhibitor
CCOC(=O)CSc1nnc(-c2ccoc2C)n1-c1ccc(OCC)cc1,-1,0.4,i,-4,-3,-2,-7,-4,-0.7
Oc1cccc(/C=N/N2CCCCC2)c1O,2,-1.0,i,11,-6,-7,0,10,-0.2
CC(O)CCC(=O)NCCNC(=O)CCC(C)O (stereo not drawn),-1,0.0,i,-2,-1,-2,2,0,-0.5
O=C(NC1CCCC1)c1cc(Cl)ccc1[N+](=O)[O-],-1,-0.7,i,-7,-4,-18,-6,2,0.5
O=C(CN1C(=O)NC2(CCCc3ccccc32)C1=O)Nc1cc(F)ccc1F (stereo not drawn),2,-0.5,i,-10,-8,10,-1,0,-0.1
Cc1nc(NC(=O)C2CCCC2)sc1Cc1ccc2c(c1)OCO2,-1,-0.5,i,-2,-2,30,1,2,-0.5
Cc1cc(N/N=C/c2cccc(F)c2)nc(NCc2ccccc2)n1,0,-0.1,i,-2,-4,19,1,-1,-0.2
COc1ccc(C2CC(c3cccc(C)c3)n3ncnc3N2)cc1 (stereo not drawn),-4,-0.4,i,-4,-1,-4,-2,-2,-1.0
CC(CCc1ccccc1)NC(=O)C(=O)NCc1ccccc1 (stereo not drawn),0,-0.9,i,6,-11,-1,-9,2,0.3
CCc1ccccc1NC(=O)c1ccc(S(=O)(=O)NCC2CCCO2)cc1 (stereo not drawn),0,-1.4,i,-2,-8,-5,4,-17,-0.1
CN(C(=O)COc1ccccc1)c1ccc([N+](=O)[O-])cc1,-1,-0.2,i,5,-2,-4,3,6,-0.2
CCC(C)[C@H](NC(=O)OC(C)(C)C)C(=O)N/N=C/c1ccc2nccnc2c1 (stereo partly drawn),-2,-1.6,i,10,-10,-6,-6,3,1.5
CC(C)n1nccc1N(Cc1ccc(Br)cc1)S(=O)(=O)c1ccccc1,-2,0.5,i,-5,-1,25,-1,-13,1.1
Cc1cc(OCC(=O)NCc2nc(-c3ccccc3)no2)c(C)cc1Br,-2,0.6,i,-4,0,12,-3,0,-0.5
Cc1cnc(C(=O)Oc2ccc(-c3ccccc3)cc2)cn1,0,-0.4,i,4,-3,9,1,8,0.2
Cc1ccc(C2CC(=O)Nc3c2ccc2ccccc32)cc1[N+](=O)[O-] (stereo not drawn),0,-1.6,i,14,-10,28,0,-1,-0.1
CCCCCn1c(CN(C)Cc2ccccc2)nc2c1c(=O)n(C)c(=O)n2C,-2,-0.6,i,-7,-4,21,2,-14,-0.6
O=C1CCC/C=C\C[C@@H](CC(=O)N(CCO)Cc2ccccc2)C(=O)N[C@H](c2ccccc2)CO1,0,-0.2,i,2,0,-10,0,2,0.2
Cc1cc([N+](=O)[O-])ccc1NC(=O)C(C)[n+]1ccccc1 (stereo not drawn),6,-0.2,i,-11,-5,-8,-1,-2,1.4
COC(=O)CSc1nc(C)c(C(=O)Nc2ccccc2C)c(-c2ccc(Cl)cc2)c1C#N,1,-1.2,i,1,-1,19,1,-5,-0.3
Nc1ccccc1C(=O)NCCCN1CCOCC1,2,-0.5,·,-11,-5,-1,-1,-4,1.4
CC(C)c1cccc(-c2csc(C(C)(O)c3cccc(F)c3)n2)c1 (stereo not drawn),-3,-0.6,i,7,-5,32,3,0,0.0
CC(C)Cn1c(SCC(=O)NC2CCCc3ccccc32)nc(O)cc1=O (stereo not drawn),0,-0.9,i,29,-1,3,-3,7,-0.3
COc1cc(/C=C2\SC(=O)N(Cc3ccc(Cl)cc3)C2=O)cc([N+](=O)[O-])c1O,-2,0.4,i,-5,-4,72*,-15,-4,-0.6
COc1ccc(/C=C/CN2CCN(Cc3ccc(F)cc3)C(CCO)C2)cc1 (stereo not drawn),-5,0.5,i,1,-2,-4,-4,0,1.0
COC(=O)c1cc(S(=O)(=O)N2CCN(c3cc(C)ccc3C)CC2)c[nH]1,-4,-0.7,i,-4,2,12,3,-1,-0.5
CCCNC(=O)CS(=O)Cc1nc(-c2ccc(OC)cc2)oc1C (stereo not drawn),0,0.7,i,11,-3,-7,-6,-11,0.2
COCCNC(=O)/C(C#N)=C/c1cc(Br)c(O)c(OC)c1,-7,-0.7,i,-18,-4,-3,1,-13,1.4
COc1ccc(C2CC(c3ccccc3)Nc3nc(N)nn32)cc1 (stereo not drawn),1,0.1,i,-2,-1,-6,0,-3,-0.1
COc1cccc(C(CC(=O)NCCN2CCOCC2)NS(=O)(=O)c2ccc(C)cc2)c1OC (stereo not drawn),-2,-0.3,i,9,-14,-3,0,3,0.4
CCCNC(=O)c1nn2c(C(F)(F)F)cc(-c3ccccc3)nc2c1Cl,0,0.6,i,-5,-2,5,1,-6,0.1
COc1ccccc1C=NNc1ccc([N+](=O)[O-])cn1,5,0.0,i,-5,6,1,7,-6,0.3
N#Cc1c[nH]n2c(=O)cc(Cc3ccccc3)nc12,2,-1.0,i,-18,0,-8,0,-4,1.3
Cc1ccc(S(=O)(=O)N(Cc2ccc(F)cc2)Cc2ccco2)cc1,-2,-1.1,i,-10,1,23,-2,-1,0.4
O=C(Nc1ccc2nc(C3CC3)n(Cc3ccccc3)c(=O)c2c1)C1CC1,0,-0.3,i,-2,-4,-3,-3,-6,0.1
O=C(Cn1nc(C(=O)O)c2ccccc2c1=O)NCC1CCCO1 (stereo not drawn),-1,-0.7,i,6,-1,-7,-2,-3,-0.5
N#Cc1c(Nc2ccc(Cl)cc2)s[nH]c1=O,1,-0.5,i,-135,-5,0,2,-1,2.2
O=C(N/N=C/c1cc([N+](=O)[O-])ccc1O)C(O)(c1ccccc1)c1ccccc1,-1,-0.9,i,-1,-6,47,1,5,1.4
COc1ccccc1CP(=O)(c1ccccc1)c1ccccc1,-3,-1.0,i,11,-6,-14,-5,-2,-2.0
CCN1CCN(CCc2nc3cc(NC(=O)COc4ccccc4)ccc3n2C)CC1,0,-0.4,i,-5,2,-3,-1,2,0.3
CC1=CN2C(=NC(=O)CC2(C)C(=O)N(CC(=O)NC2CCCC2)c2ccccc2C)C=C1 (stereo not drawn),1,0.8,·,4,-3,-4,5,0,0.9
Cc1cc(C)nc(N2CCCC(C(=O)Nc3ccc(F)cc3)C2)n1 (stereo not drawn),2,-0.3,i,5,-3,-4,-2,6,0.7
O=C(N/N=C/c1ccccc1F)NC1CCCCC1,-2,-0.3,i,-1,-4,-4,-2,1,-0.2
N[C@@H](CCC(=O)N[C@@H](CSN=O)C(=O)NCC(=O)O)C(=O)O,0,-0.2,i,33,0,-6,2,1,-1.3
COc1ccc2c(c1)c(=O)oc1cc(OCC(=O)N3CCCC(C)C3)ccc12 (stereo not drawn),-3,-0.5,·,6,-6,9,-7,-5,0.2
Cc1ccccc1N(CC(=O)NC1CCCC1)C(=O)c1csnn1,1,-0.6,i,-5,-5,-7,6,-1,0.7

# Assay outcomes deposited in PubChem BioAssay by several laboratories.
